Screening data as filed in PubChem.
RmlC RmlD mix – mixture blocks RmlC and RmlD coupled enzyme activity | RmlC/RmlD coupled enzyme inhibition, 384-well mixture HTS | inhibition, % at 5.5 µM | 110,000 tested, 0.39% active | AID 1532; in the data active = inhibition above about 30%, passing the limit was not always enough; note: strong numbers were not always called active
HIV RNase H inh – inhibitors of HIV-1 reverse transcriptase RNase H; P04585; RT-RNase H RNA/DNA duplex cleavage, fluorescence; inhibition, % at 10 µM; 65,000 tested, 1.9% active; AID 565; in the data active = inhibition above about 50%
* marks the source's active call; other numbers are inactive results; . = not tested or not shown. Only part of the results is shown. The share of hits here may be higher or lower than overall.

SMILES	RmlC RmlD mix	HIV RNase H inh
OC(CNC1CCCCC1)c1ccccc1 (centres undefined)	-10	-2
CCOC(=O)C1CCN(C(=O)c2sc3ncnc(N4CCC(C)CC4)c3c2C)CC1	-2	.
COc1ccc(CC(=O)NNC(=O)c2ccoc2C)cc1OC	-11	.
O=C(NCCC1=CCCCC1)c1coc(=O)c(Br)c1	61	.
CCNc1nc(Cl)nc(N(NC(C)=O)C(C)CC)n1 (centres undefined)	-1	.
OC(CC1CC12c1ccccc1-c1ncccc12)(c1ccccc1)c1ccccc1 (centres undefined)	6	.
CCCCCCOc1ccc(-c2ccc(C#N)cn2)cc1	-58	.
COc1ccc(Nc2ccc3nnc(-c4ccc(Br)cc4)n3n2)cc1	3	.
O=C(NCc1cccnc1)C1CCN(S(=O)(=O)N2CCC3(CC2)OCCO3)CC1	-9	-4
CC(=O)Nc1ccc2c(c1)nc1n2CCOC1	8	.
CCN(CC)C(=O)C1CCCN(c2ccc([N+](=O)[O-])cc2/C=N/NC(=O)c2cccc(O)c2)C1 (centres undefined)	4	.
O=C1c2ccccc2C(=O)N1Cc1nc(-c2ccncc2)no1	-5	-8
COc1ccc(-c2nnc(SC(=O)N3c4ccccc4Sc4ccccc43)o2)cc1	-11	17
CCCCCCCC(=O)N/N=C(/C)c1c(O)cc(C)oc1=O	-11	.
C=CCn1c(SCC(=O)Nc2cccc3ccccc23)nc(O)c(CC)c1=O	96	.
COC(=O)C1=C(N)Oc2cc(C)n(CC3CCCO3)c(=O)c2C1c1ccccc1 (centres undefined)	4	6
Cc1ccc(N(CC(=O)NCC2CCCO2)S(C)(=O)=O)cc1Cl (centres undefined)	-4	-25
Nc1c(S(=O)(=O)c2cccc(Cl)c2)c2nc3ccccc3nc2n1CCN1CCOCC1	-7	5
CCOC(=O)c1ccc(N2C(=O)CC(C3CCCO3)C2=O)cc1 (centres undefined)	-10	-3
CC1CC(C)(C)NCCNC(C)CC(C)(C)NCCN1 (centres undefined)	-4	-5
COC(=O)c1cc2sc(Cl)cc2n1CC(=O)Nc1ccc(OC)c(OC)c1OC	-11	-2
Cn1c(=O)c2c(nc(CN3CCN(c4ccccc4F)CC3)n2CCCc2ccccc2)n(C)c1=O	.	-13
CCC(=O)Nc1ccccc1C(=O)N1CCN(Cc2ccccc2)CC1	6	0
Cn1cc(C(=O)NCN2CCCCC2)c2ccccc21	.	-9
Cc1oc(-c2ccccc2Cl)nc1Cn1cccc1C1=NC(c2ccccc2)CO1 (centres undefined)	-5	.

(more compounds)
SMILES	RmlC RmlD mix	HIV RNase H inh
O=C(O)CNc1nc(-c2ccccc2)nc2ccccc12	-14	.
CCCNC(=O)c1ccc(OC)cc1OC	-44	.
COc1cccc(Nc2ncccc2C(=O)O)c1	-6	-8
CCN=C1SC(CC(=O)Nc2sc3c(c2C#N)CCCC3)C(=O)N1CC (centres undefined)	-8	8
NC(=O)CSc1nnc(-c2ccc(S(=O)(=O)N3CCOCC3)cc2)n1CC1CCCO1 (centres undefined)	12	-2
CCOC(=O)C1=C(CSCc2ccccc2)NC(=O)NC1c1cc(C)ccc1C (centres undefined)	4	.
CC1SC(c2ccccc2Cl)NC1=O (centres undefined)	3	.
COCCOC(=O)C1=C(C)Nc2ncnn2C1c1ccc(F)cc1 (centres undefined)	-11	-7
Cc1ccccc1NC1=C(Cl)C(=O)OC1OC(=O)c1ccco1 (centres undefined)	0	.
O=C(Nc1sc2c(c1C(=O)NCC1CCCO1)CCCC2)c1cccs1 (centres undefined)	6	-5
Cc1ccc2oc3c(c(=O)c2c1)C(c1cccs1)N(CCCN(C)C)C3=O (centres undefined)	-11	7
CCN(CC)CCN1C(=O)C(=O)/C(=C(/O)c2ccncc2)C1c1ccccc1 (centres undefined)	-4	0
COc1ccc(OC)c(NC(=O)CSc2ncccn2)c1	-9	.
CCOC(=O)Cc1c(C)nc2c(-c3ccc(Cl)cc3)c[nH]n2c1=O	.	9
COC(=O)c1ccccc1S(=O)(=O)N1Cc2cc([N+](=O)[O-])ccc2Oc2ccccc21	4	.
CSc1nc(N)c(C#N)c(-c2ccccc2Cl)c1C#N	2	-15
Cn1c(CCc2ccccc2)nnc1SCC(=O)N1CCCC1	35	-6
Cc1nnc(NC(=O)CCC(=O)N2CCC(C)CC2)s1	-10	-1
CC(C)CC(=O)N1CCN(S(=O)(=O)c2ccccc2)CC1	6	.
O=C(O)C1CCC(=O)N1C1CCCC1 (centres undefined)	-5	-8
O=C1CN(C(=O)c2ccc(Br)o2)C(c2ccccc2)c2cc(F)ccc2N1 (centres undefined)	10	2
COc1ccc(NC(=O)Nc2ccc(N(C)C)cc2)cc1	-9	-1
CCCOP(=O)(c1ccc(N(C)C)cc1)C(O)c1cccnc1 (centres undefined)	-9	.
COc1ccc(/C=C2/SC(c3ccc(C)cc3)=NC2=O)cc1OC	45	.
CC1(O)c2ccccc2C(=O)N1Cc1ccccc1 (centres undefined)	-16	-10

More entries follow.
SMILES	RmlC RmlD mix	HIV RNase H inh
CC(=O)N(CC(=O)Nc1nn(-c2ccccc2)nc1C(N)=O)Cc1ccccc1	9	-28
CS(=O)(=O)N1CCN(c2ncccn2)CC1	-9	2
CC1CCN(S(=O)(=O)c2ccc(NC(=O)CSc3nnnn3C)cc2)CC1	2	5
CCSc1sccc1C1C(C#N)=C(N)N(c2cccnc2)C2=C1C(=O)CC(C)(C)C2 (centres undefined)	21	4
Nc1nc(CSc2ccccn2)nc(Nc2ccccc2)n1	10	-86
Cc1cc(C)c2[nH]c(=O)c(CN(Cc3ccco3)C(=O)C3CCCO3)cc2c1 (centres undefined)	8	4
COc1cccc(C(=O)NC2CCN(CC(=O)Nc3nccs3)CC2)c1	-8	.
CCOC(=O)NC(NC(=O)OCC)C(=O)c1ccc(F)cc1	-5	-5
Cc1cc(C)cc(N(C(=O)C(F)(F)F)C(C(=O)NC2CCCCC2)c2cccs2)c1 (centres undefined)	-78	.
Cc1ccc(N(C(C)C(=O)Nc2ccc(S(=O)(=O)N3CCOCC3)cc2)S(C)(=O)=O)cc1 (centres undefined)	-14	-10
CN1CC(=O)NC1=NC(=O)c1cc(F)c(F)cc1Cl	.	-1
COc1ccc(NC(=O)N(CCC(C)C)C(C)c2ccccn2)c(OC)c1 (centres undefined)	-4	-26
Cc1ccc(N2C(=O)C3C4CC(=O)C(c5ccccc54)C3C2=O)cc1 (centres undefined)	-8	.
COc1cccc(N2CC(C(=O)Nc3ccc(C(=O)OC(C)C)cc3)CC2=O)c1 (centres undefined)	.	6
CCOC(=O)c1cccc(NC(=O)CSc2nnc(-c3ccoc3C)n2CCOC)c1	7	-23
O=C(O)c1cc(=O)c2cc(Cl)ccc2o1	-7	.
CCOC(=O)C1=C(C)N=C2SC(C)C(=O)N2C1c1ccc(C(=O)OC)cc1 (centres undefined)	-15	0
CCc1nnc(NC(=O)C2CCCN(c3nc(C)cc(C)n3)C2)s1 (centres undefined)	6	-2
CCOC(=O)CNC(=O)CSc1nnc(Cn2c(=O)sc3ccccc32)n1-c1ccccc1C	-10	-3
Cc1scc(C(=O)NCc2ccco2)c1-c1ccccc1	29	3
Cc1onc(-c2ccccc2Cl)c1C(=O)NCCN1CCOCC1	-19	-9
CCN(CC)CCOc1cccc(C(C)C)c1	2	0
O=C(CSc1nncs1)N1c2ccccc2Sc2ccccc21	0	-56
CN(C)CC(O)COc1cc2ccccc2cc1C(=O)N1CCCCC1 (centres undefined)	6	11
O=c1c2c3c(sc2n(CCN2CCCC2)c(=O)n1Cc1ccco1)CCCCC3	-40	-1

Continuation.
SMILES	RmlC RmlD mix	HIV RNase H inh
O=C(c1cc(C2CC2)on1)N1CCOCC1	9	-9
O=C(O)CC(CNS(=O)(=O)c1ccccc1)c1ccccc1 (centres undefined)	-16	-10
COc1ccc(Cl)cc1NC(=O)c1ocnc1C	7	-8
Cc1ccc2oc3nc(C)c(C(=O)O)cc3c(=O)c2c1	-33	.
O=C(COc1ccccc1Cl)N1CCN(c2ccc([N+](=O)[O-])c(N3CCOCC3)c2)CC1	10	.
COc1ccc(-c2nnc3sc(-c4ccccn4)nn23)cc1	3	-3
c1coc(Cn2c(SCc3nc4ccccc4[nH]3)nnc2-c2cnccn2)c1	-16	-2
CCOC(=O)N1CCN(CC(O)COC2CC(C)CCC2C(C)C)CC1 (centres undefined)	-15	.
O=C(c1ccco1)N1CCN(C(=O)c2ccc(COc3ccc(F)cc3)o2)CC1	2	-14
CCN(CC)C(=O)CSc1nc(O)cc(=O)n1CC	-12	-8
CC(C)(C)c1cc(C(F)(F)F)nc(SCCCNC(=O)c2ccco2)n1	-14	-27
CC(Cc1ccccc1)NC(=O)CSc1nc2nc3c(cc2c(=O)n1-c1ccccc1)COC(C)(C)C3 (centres undefined)	8	.
Cc1cccc(C(=O)N2CCC(=O)N(C(COCc3ccccc3)Cc3ccccc3)CC2)c1 (centres undefined)	-12	.
COC(=O)c1cn(NC(=O)c2ccc(F)cc2)c(=O)c2ccccc12	12	.
CCOC(=O)c1nnn(-c2ccc(OC)cc2)c1N	-11	.
CCCn1c(=O)c2ccccc2n2c(SCCOc3ccc(OC)cc3)nnc12	-11	-27
O=C1CC(c2nc3ccccc3[nH]2)CN1c1cccc(C(F)(F)F)c1 (centres undefined)	-9	-5
CC(=O)Cn1cnc2sc(-c3ccccc3)cc2c1=O	-7	.
COC/C=C/C1=CC2=CC(=O)C(C)(OC(=O)c3cnc4ccccc4n3)C(=O)C2=CN1CCc1c[nH]c2ccccc12 (centres undefined)	-8	.
N/C(=N\OC(=O)Cc1ccc(Cl)cc1)c1cccnc1	1	.
CCC(C)Oc1cccc(C(=O)Nc2ccccc2N2CCOCC2)c1 (centres undefined)	-7	30
O=C(CSc1nnc(-c2cccnc2)n1Cc1ccco1)N1CCc2ccccc21	7	-26
O=C(COC(=O)c1c[nH]c(=O)[nH]c1=O)NCc1ccccc1	7	.
CCOc1ccc(CCNC(=O)c2cccnc2N2CCCC2)cc1OCC	-18	-3
COc1nc(Nc2ccc(O)cc2)nc(OC(C(F)(F)F)C(F)(F)F)n1	-9	-25

Later entries
SMILES	RmlC RmlD mix	HIV RNase H inh
Cc1cccc(OCCCC(=O)NCc2ccco2)c1	3	.
CCC1CCCCN1C(=O)CSc1nnc(-c2cccs2)o1 (centres undefined)	-10	0
O=C(NCCc1ccc(Cl)cc1)C1CCN(S(=O)(=O)c2cccs2)CC1	-6	.
CCN(CC)C(=O)C1CCCN(c2ncnc3c2cnn3-c2ccc(Cl)cc2)C1 (centres undefined)	.	-5
O=C(Nc1ccc2c(c1)nc1n2CCSC1)c1ccco1	-30	17
c1cncc(-c2nn3c(Cn4cnc5ccccc54)nnc3s2)c1	-6	97*
Cc1cc(N2CCC(N(C)C3CCCC3)CC2)nc2cc(O)ccc12	15	-2
Oc1c(C(Nc2ccccn2)c2ccccn2)ccc2cccnc12 (centres undefined)	.	6
CC1=C(/C=C/C(C)=C/C=C/C(C)=C/C=C/C=C(C)/C=C/C=C(C)/C=C/C2=C(C)CCCC2(C)C)C(C)(C)CCC1	3	.
COc1cccc2c(=O)n(CC(=O)NC3CCCCC3)ccc12	-4	-4
CCNc1nc(NC(C)(C)C)nc(N(CC)n2cnnc2)n1	3	-4
CCCSc1nnc(NC(=O)c2sc3nc(-c4cccs4)ccc3c2N)s1	8	-1
COC(=O)c1ccc(CN(c2ccccc2OC)S(=O)(=O)c2cccs2)o1	2	-27
